OPRM1-OPRD1 inv: inverse agonists of human mu-delta opioid receptor heterodimerization; cell-based MOR-DOR heterodimer luminescence, inverse agonism; inhibition, % at 9.3 µM; actives 0.21% (n = 340,000); in the data active = inhibition above about 22%, passing the limit was not always enough;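 also: 0% = cells with DMSO and 100% = wells without cells with DMSO; values of inactives mirror those of a sister screen read the other way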
HTR5A ag ctr: activates human HTR5A in OPRM1-OPRD1 agonist counter-screen; P47898; HTR5A agonist assay, luminescence, cell-based; activation, % at 9.3 µM; actives 0.61% (n = 340,000); AID 504692; in the data active = activation mostly above about 9.5%, no sharp cut-off; inactive = mostly below about 7.6%;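 also: 0% = cells with vehicle only and 100% = reference agonist; strong numbers were not always called active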
MOR-DOR ag: agonists of human mu-delta opioid receptor heterodimerization. cells, OPRM1-OPRD1 heterodimerization, luminescence. activation, % at 9.3 µM. actives 0.3% (n = 340,000); in the data active = activation above about 18%;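 also: 0% = vehicle-treated cells and 100% = reference agonist; values of inactives mirror those of a sister screen read the other way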
Mot1-301 SUMO: SUMOylation pathway inhibition by Mot1-301 growth rescue. S. cerevisiae Mot1-301 growth rescue, ATP luminescence, 38.5C; percent above DMSO median, 100 means doubled. growth rescue, % at 18.8 µM. actives 1% (n = 320,000);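 active = every valid replicate shows activation above 250% relative to neutral control wells; inactive = the rest, any valid replicate at or below 250%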;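 also: OY570 slx delta 5 strain wells were the positive control but not used for scaling; some compounds called inactive have numbers as strong as hits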
E coli growth: counter-screen for AddAB inhibitors: E. coli growth inhibition | E. coli V3065 growth, OD600 absorbance, 18 h | inhibition, % at 11.9 µM | actives 0.27% (n = 330,000);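 active = inhibition above the campaign's mean inhibition across all tested compounds plus 3 SD, cut at about 9.9% in these data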;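 also: uninfected addAB+ strain grown without phage in ampicillin broth; 0% = DMSO wells and 100% = ciprofloxacin 0.95 µg/ml wells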
PfHsp90 set2: reduces growth (ATP signal) of yeast expressing P. falciparum Hsp90. S. cerevisiae expressing PfHsp90, BacTiter-Glo ATP, 48 h; yeast lacking PDR1 and PDR3 efflux regulators. inhibition, % at 9.4 µM. actives 0.32% (n = 310,000). AID 504621;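 active = every replicate shows inhibition above about 80%, whatever the replicate mean, limit read from the data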;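 also: 0% = DMSO neutral controls and 100% = 20 µM radicicol positive controls; yeast relying on Plasmodium falciparum Hsp90 in place of its own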
AddAB inh: less growth of phage-infected E. coli with AddAB | inhibition, % at 11.9 µM | E. coli expressing H. pylori AddAB, absorbance growth | actives 0.29% (n = 330,000); in the data active = inhibition above about 12%;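 also: 0% = vehicle wells of infected cells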
DSG3 Ab inh: inhibitors of pemphigus antibody binding to human desmoglein-3 | binding (percent of control), % at 10 µM | AID 588358 | P32926 | DSG3-coupled beads, scFv-anti-DSG3-GFP binding, flow cytometry; hits give low values | actives 0.48% (n = 310,000);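 active = binding more than 3 SD below its plate's average and above zero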;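 also: hits lower antibody fragment binding to DSG3; some compounds called inactive have numbers as strong as hits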
Target sequence (P32926 whole entry, looked up, the tested form may be a part): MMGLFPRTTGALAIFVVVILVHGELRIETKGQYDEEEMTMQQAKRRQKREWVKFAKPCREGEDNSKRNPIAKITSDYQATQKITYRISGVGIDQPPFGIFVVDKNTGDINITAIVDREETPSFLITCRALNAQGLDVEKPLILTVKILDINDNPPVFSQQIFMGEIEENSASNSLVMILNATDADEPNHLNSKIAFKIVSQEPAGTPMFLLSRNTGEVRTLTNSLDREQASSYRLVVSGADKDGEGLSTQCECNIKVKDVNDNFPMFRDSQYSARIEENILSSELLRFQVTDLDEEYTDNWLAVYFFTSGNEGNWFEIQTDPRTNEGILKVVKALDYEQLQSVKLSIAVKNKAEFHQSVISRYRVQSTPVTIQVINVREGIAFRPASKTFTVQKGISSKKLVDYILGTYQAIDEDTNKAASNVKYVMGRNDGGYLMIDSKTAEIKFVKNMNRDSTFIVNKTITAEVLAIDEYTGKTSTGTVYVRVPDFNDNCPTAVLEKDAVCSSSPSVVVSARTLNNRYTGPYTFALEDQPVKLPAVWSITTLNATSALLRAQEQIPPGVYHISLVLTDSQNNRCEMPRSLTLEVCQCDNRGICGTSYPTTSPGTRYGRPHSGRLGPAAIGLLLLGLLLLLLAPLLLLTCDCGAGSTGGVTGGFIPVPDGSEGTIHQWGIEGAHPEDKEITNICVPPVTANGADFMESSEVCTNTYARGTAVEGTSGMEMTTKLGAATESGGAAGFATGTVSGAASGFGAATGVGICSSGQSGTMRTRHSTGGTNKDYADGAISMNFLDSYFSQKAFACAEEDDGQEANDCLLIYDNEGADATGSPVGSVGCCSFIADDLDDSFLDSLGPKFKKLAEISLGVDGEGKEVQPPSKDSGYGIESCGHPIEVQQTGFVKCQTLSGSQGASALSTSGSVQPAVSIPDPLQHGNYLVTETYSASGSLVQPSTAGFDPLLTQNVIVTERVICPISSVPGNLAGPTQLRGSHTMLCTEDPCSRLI
PKA-R1A activ: PKA-R1A complex activation; PKA-R1A dissociation, Cy5-IP20 fluorescence polarization; scaled: DMSO 0%, 113 µM cGMP 100%; activation, % at 11.4 µM; actives 0.083% (n = 340,000);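 active = percent activation above the mean of all tested compounds plus 3 SD, cut at about 19% in these data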;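 also: higher means more PKAc released from R1A so a rise in polarization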
phage Ecoli inh: E. coli growth loss with phage present; growth absorbance; inhibition, % at 11.9 µM; actives 0.26% (n = 360,000); in the data active = inhibition above about 11%
HTR5A inv ag: counter-screen for OPRM1-OPRD1 inverse agonists: human HTR5A inverse agonism | P47898 | actives 0.083% (n = 340,000) | inhibition, % at 9.3 µM | HTR5A cell line, luminescence; in the data active = inhibition mostly above about 23%, no sharp cut-off; inactive = mostly below about 18%;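 also: 0% = cells with DMSO and 100% = no-cell wells with DMSO; some compounds called inactive have numbers as strong as hits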
* = called active by the depositor; nt = no result given.

SMILES	OPRM1-OPRD1 inv	HTR5A ag ctr	MOR-DOR ag	Mot1-301 SUMO	E coli growth	PfHsp90 set2	AddAB inh	DSG3 Ab inh	PKA-R1A activ	phage Ecoli inh	HTR5A inv ag
COc1ccccc1NC(=O)C(=O)/C=C(\O)c1ccccc1	12	1	-2.5	49	-1.9	2	-0.3	nt	1	-1.3	11
O=C(O)c1ccc(C2SCC(=O)N2Cc2ccccc2)cc1 (configuration not stated)	15	1	-2.8	15	0.5	-6	0.7	106	-2	-1.3	-4
CC1=NN(c2ccccc2)C(=O)C1C(=O)c1ccccc1 (configuration not stated)	11	6	-2.1	6	-1.7	13	2.9	96	-3	3.6	-20
CCOC(=O)C1CCCN(C(=O)c2cc3cc(OC)c(OC)cc3[nH]2)C1 (configuration not stated)	19	7	-4.2	-19	nt	3	nt	97	6	0.2	-27
Cc1cc(C(=O)OCC(=O)Nc2ncc(C(F)(F)F)cc2Cl)c(C)o1	7	10	-1.4	-1	0.6	3	4.9	99	2	4.7	-27
Cc1ccc2c(c1)N(C(=O)CCC(=O)NCCCN1CCC(Cc3ccccc3)CC1)CCO2	4	-4	-0.6	11	-2.0	-15	-2.8	112	-7	3.2	3
O=C(O)c1ccc2c(c1)C1C=CCC1C(c1ccncc1)N2 (configuration not stated)	-2	-1	0.3	10	0.4	4	-0.3	103	2	2.7	3
Cc1ccc(OC(=O)c2ccc(S(=O)(=O)N(C)C)cc2)c(-n2nc3ccccc3n2)c1	-1	9	0.3	5	-0.9	-12	-2.2	101	10	0.9	17
COc1cc2[nH]c(C(=O)N3CCN(c4ccc(F)cc4)CC3)cc2c(OC)c1OC	10	1	-2.2	0	-0.8	-7	2.1	125	1	-1.5	-3
CSc1ccc(S(=O)(=O)N2CCC(C(=O)NCCc3ccccc3)CC2)cc1	4	0	-0.7	44	nt	1	nt	110	-13	-2.9	1
O=C(CCSc1nnc2ccccn12)Nc1ccc2c(c1)OCO2	12	5	-2.5	1	-0.6	-1	0.5	105	14	3.2	-12
COc1ccc(NC(=O)c2sc3nc(C)cc(C)c3c2N)cc1	7	4	-1.6	4	2.3	4	-1.5	95	0	3.5	-14
COc1cccc(C(=O)NNC(=O)C(=O)Nc2ccc(C)cc2)c1	2	13	-0.5	-2	-6.7	23	1.1	98	-1	-5.9	-34
Nc1ncnc2c1CCC2	-1	-5	0.2	2	2.0	-2	1.7	103	-1	3.0	3
Cc1cc(C)n(C(=O)/C(C#N)=N\Nc2ccccc2[N+](=O)[O-])n1	-6	8	1.0	-11	0.8	-17	1.2	110	6	-0.1	-1
CCOc1ccccc1CN1CCN(Cc2nc3c(s2)CCCC3)CC1CCO (configuration not stated)	12	0	-2.4	20	-0.8	12	1.3	103	-5	1.4	0
COc1ccc(/C=N/NC(=O)CSCC(=O)Nc2ccccc2)cc1	15	-8	-2.9	-7	0.9	-2	2.4	110	8	0.8	13
CC(=O)N(C(C)=O)S(=O)(=O)c1ccc(N=NN2CCOCC2)cc1	9	7	-1.4	-1	0.9	6	2.3	94	1	4.1	14
Cc1noc(C)c1COc1ccc(CC(=O)NCCc2ccccn2)cc1	9	6	-1.7	-17	1.9	-5	1.7	116	3	-1.8	2
COc1cccc(C2CC(c3ccc(NS(C)(=O)=O)cc3)=NN2C(=O)c2ccccc2)c1OC (configuration not stated)	-8	0	1.1	2	-0.4	4	0.7	139	-11	3.6	17
COc1ccc(/C=C2\Oc3ccccc3C2=O)cc1	7	-2	-1.2	79	1.4	-6	-0.6	100	-11	0.9	6
CC1CCC/C(=N\NC(=S)Nc2ccccc2)C1 (configuration not stated)	-12	-1	2.2	118	-1.9	-35	-3.6	103	9	-1.8	13
CCS(=O)(=O)c1ccc(-c2cccc(NC(=O)COc3ccccc3)c2)nn1	19	1	-3.6	-7	0.9	14	2.0	nt	-9	1.1	-4
COc1ccc(C(=O)OCC(=O)NCc2ccco2)cc1S(=O)(=O)N1CCN(c2cccc(Cl)c2)CC1	-4	-1	0.7	28	2.0	-12	1.2	104	3	-0.3	-5
CCN(Cc1nc(-c2ccc(OC)cc2)no1)C(=O)c1ccc2c(c1)OCO2	15	-3	-2.4	-14	1.8	-41	1.8	nt	2	3.9	2
SMILES	OPRM1-OPRD1 inv	HTR5A ag ctr	MOR-DOR ag	Mot1-301 SUMO	E coli growth	PfHsp90 set2	AddAB inh	DSG3 Ab inh	PKA-R1A activ	phage Ecoli inh	HTR5A inv ag
Cc1cccn2c(=O)c3cc(C#N)c(=O)n(-c4c(C)n(C)n(-c5ccccc5)c4=O)c3nc12	-4	2	0.6	-3	1.4	nt	-1.0	nt	-3	2.5	-5
CCOC(=O)C1CCN(C(=O)CS(=O)(=O)Cc2nc(-c3ccccc3Cl)oc2C)CC1	-14	5	2.5	-12	-1.6	-13	0.0	113	-3	1.4	1
O=C(CSc1nc2cc(S(=O)(=O)N3CCOCC3)ccc2o1)NC1CCCc2ccccc21 (configuration not stated)	-4	6	0.7	-11	-4.0	3	-1.0	nt	4	1.1	13
CCN(Cc1ccccc1)C(=O)CN1C(=O)NC(CC)(c2ccc(F)cc2)C1=O (configuration not stated)	4	-1	-0.8	-1	0.9	5	3.7	104	-2	2.6	-11
CC1=C/C(=C\c2ccc(Br)o2)C(=O)O1	6	5	-1.1	12	2.6	19	5.5	84	1	0.6	6
O=C(CSc1nc2ccccc2n1Cc1ccccc1)N/N=C/c1ccco1	6	1	-1.2	-9	-2.4	7	-1.6	100	7	2.5	-5
COc1ccc(CN(C(=O)c2cccs2)C(C(=O)NC2CCCCC2)c2ccc3ncccc3c2)cc1 (configuration not stated)	8	-2	-1.4	-14	-2.3	-14	0.3	124	-3	1.2	-13
COc1nc(-c2ccc(Cl)cc2)ccc1-c1noc(-c2cccs2)n1	9	5	-1.7	12	-0.3	-7	1.2	109	-9	1.9	-18
O=C(NCc1ccccc1)C(=O)NCC1OCCN1C(=O)c1ccc(Cl)cc1 (configuration not stated)	14	1	-2.9	-8	0.2	nt	-0.9	112	-3	0.3	-2
CCCc1[nH]nc2c1C(c1cc(OC)cc(OC)c1)C(C#N)=C(N)O2 (configuration not stated)	12	0	-2.2	-4	0.7	nt	1.5	89	6	2.8	-3
O=C(NCC(c1ccco1)N1CCCC1)c1cccc(NS(=O)(=O)c2ccc(Br)cc2)c1 (configuration not stated)	-3	3	0.5	73	0.9	19	5.7	113	2	4.9	15
CCOc1cc(C(=O)N(C)Cc2cc3ccccc3[nH]c2=O)cc(OCC)c1OCC	5	5	-1.1	-1	-0.4	0	3.6	nt	-2	3.2	-13
CC(C)CN1CCC(Oc2cccc(C(=O)NCCc3ccccc3)c2)CC1	17	5	-3.3	-7	0.4	14	2.4	100	5	3.7	-11
Cc1ccc(CN2CCN(Cc3ccco3)CC2)cc1	-6	-1	1.2	11	1.3	18	1.7	128	-13	-1.8	3
CN(Cc1cn(C)nc1-c1ccc(Oc2ccccc2)cc1)C1CCOC1 (configuration not stated)	10	1	-2.0	34	-0.4	0	-0.3	98	-5	3.1	-2
COc1ccc(CNC(=O)COC(=O)c2ccccc2C(=O)c2ccccc2)cc1	11	-4	-2.1	-7	1.1	4	5.0	106	-11	3.5	10
Cc1cc(C)nc(Nc2ccccc2Br)n1	-1	-1	0.1	13	-3.4	-15	-1.0	99	6	0.8	14
CCn1nnnc1SCC(=O)NCc1ccc2c(c1)OCO2	3	6	-0.5	nt	13*	11	21*	116	14	1.2	6
CC(=O)n1cc([C@@H]2C=C(C(=O)Nc3ccccc3)O[C@H](OCCCCO)C2)c2ccccc21	10	2	-1.8	-16	0.4	6	3.7	106	-14	2.5	-6
O=C(Nc1cccs1)Nc1c(F)c(F)c(F)c(F)c1F	-6	-1	1.0	-7	1.9	-15	1.6	98	-1	6.1	3
COc1ccc2nc(SCC(=O)NCc3ccc(OC)c(OC)c3)[nH]c2c1	14	8	-2.5	86	-2.1	-40	2.2	113	6	-0.1	-22
COC(=O)c1ccc(NC(=O)COc2cccc(-n3cnnn3)c2)cc1	15	-5	-3.0	-21	-1.5	15	2.0	99	-8	-0.8	-6
Cc1cccc(-c2nc(CS(=O)CC(=O)NCc3ccco3)c(C)o2)c1 (configuration not stated)	11	-8	-2.3	-10	-0.3	7	3.1	101	0	1.1	-5
CC(C)c1nnc(NC(=O)CSc2nnc(NC(=O)c3c(F)cccc3F)s2)s1	10	-2	-2.0	9	-1.0	-4	2.6	105	-8	5.0	4
COC(=O)Cn1ccc(N(C)C)c(C#N)c1=O	-1	-2	0.2	4	1.4	nt	2.2	106	-9	2.3	4
COc1ccccc1CNC(=O)COC(=O)[C@H](Cc1c[nH]c2ccccc12)NC(=O)c1cccs1	-29	0	4.3	-10	-1.8	12	6.2	103	-24	2.6	-5
Cc1ccc(SCC(=O)O/N=C(\N)c2ccc([N+](=O)[O-])cc2)cc1	-12	1	2.3	9	1.2	3	2.5	103	0	3.5	-26
O=C(Nc1ccc(C(=O)N2CCCCC2)cc1)c1ccccc1Br	4	-2	-0.7	-6	1.4	8	0.9	98	-3	4.2	-13

11 neighbouring records out of the list so far, for reference:
SMILES	OPRM1-OPRD1 inv	HTR5A ag ctr	MOR-DOR ag	Mot1-301 SUMO	E coli growth	PfHsp90 set2	AddAB inh	DSG3 Ab inh	PKA-R1A activ	phage Ecoli inh	HTR5A inv ag
O=C(NCc1ccccc1)C(=O)NCC1OCCN1C(=O)c1ccc(Cl)cc1 (configuration not stated)	14	1	-2.9	-8	0.2	nt	-0.9	112	-3	0.3	-2
CCCc1[nH]nc2c1C(c1cc(OC)cc(OC)c1)C(C#N)=C(N)O2 (configuration not stated)	12	0	-2.2	-4	0.7	nt	1.5	89	6	2.8	-3
O=C(NCC(c1ccco1)N1CCCC1)c1cccc(NS(=O)(=O)c2ccc(Br)cc2)c1 (configuration not stated)	-3	3	0.5	73	0.9	19	5.7	113	2	4.9	15
CCOc1cc(C(=O)N(C)Cc2cc3ccccc3[nH]c2=O)cc(OCC)c1OCC	5	5	-1.1	-1	-0.4	0	3.6	nt	-2	3.2	-13
CC(C)CN1CCC(Oc2cccc(C(=O)NCCc3ccccc3)c2)CC1	17	5	-3.3	-7	0.4	14	2.4	100	5	3.7	-11
Cc1ccc(CN2CCN(Cc3ccco3)CC2)cc1	-6	-1	1.2	11	1.3	18	1.7	128	-13	-1.8	3
CN(Cc1cn(C)nc1-c1ccc(Oc2ccccc2)cc1)C1CCOC1 (configuration not stated)	10	1	-2.0	34	-0.4	0	-0.3	98	-5	3.1	-2
COc1ccc(CNC(=O)COC(=O)c2ccccc2C(=O)c2ccccc2)cc1	11	-4	-2.1	-7	1.1	4	5.0	106	-11	3.5	10
Cc1cc(C)nc(Nc2ccccc2Br)n1	-1	-1	0.1	13	-3.4	-15	-1.0	99	6	0.8	14
CCn1nnnc1SCC(=O)NCc1ccc2c(c1)OCO2	3	6	-0.5	nt	13*	11	21*	116	14	1.2	6
CC(=O)n1cc([C@@H]2C=C(C(=O)Nc3ccccc3)O[C@H](OCCCCO)C2)c2ccccc21	10	2	-1.8	-16	0.4	6	3.7	106	-14	2.5	-6
